Giardia FBPA inh: inhibitors of Giardia lamblia fructose-1,6-bisphosphate aldolase; purified Giardia FBPA; AID 2451; Potency, µM (series often up to 59.6 µM), inactives show top-dose activity, negative = inhibition, hits mostly inhibitors; A8B2U2; 0.71% of 290,000 active; also: potency is read from the fitted curve at half-maximal effect; nearly all actives have a fitted effect of over 55% in size
Target sequence (A8B2U2 whole entry, looked up): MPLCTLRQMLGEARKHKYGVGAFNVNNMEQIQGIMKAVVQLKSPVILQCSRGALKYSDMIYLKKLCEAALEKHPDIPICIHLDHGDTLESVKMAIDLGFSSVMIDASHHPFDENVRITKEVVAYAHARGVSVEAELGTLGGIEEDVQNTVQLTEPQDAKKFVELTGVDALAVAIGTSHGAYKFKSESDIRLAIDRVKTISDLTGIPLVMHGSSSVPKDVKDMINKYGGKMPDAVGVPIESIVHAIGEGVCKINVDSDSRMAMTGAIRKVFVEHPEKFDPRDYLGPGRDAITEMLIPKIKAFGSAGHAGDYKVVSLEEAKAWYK
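40 nM FBPA preincubated 10 min at RT with compound (up to 57.5 uM final), then substrate plus GAPDH/TPI/NAD/arsenate coupling and diaphorase/resazurin added. Fluorescence read after 20 min at RT, 525/598 nm.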
Sm TGR inh: inhibitors of Schistosoma mansoni thioredoxin glutathione reductase | Q962Y6 | purified TGR, DTNB reduction, TNB absorbance 405 nm | Potency, µM (series often up to 114 µM), for inactives: top-dose activity change, negative = inhibition, hits mostly inhibitors | 3% of 360,000 active | AID 485364; also: potency is read from the fitted curve at half-maximal effect; nearly all actives have a fitted effect of over 60% in size
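Kinetic colorimetric format: TGR-catalysed, NADPH-driven DTNB reduction monitored via TNB absorbance. Enzyme dispensed at 20 nM; compound exposure 15 min at room temperature before reaction start.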
AmpC no deterg: blocks E. coli AmpC beta-lactamase in detergent-free assay; AmpC nitrocefin hydrolysis, absorbance 480 nm, 0.0001% Triton; P00811; Potency, µM (top dose mostly 57.1 µM), for the others: at the top dose activity change, negative = inhibition, hits mostly inhibitors; 0.52% of 330,000 active; AID 485341;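 also: potency is read from the fitted curve at half-maximal effect; plate controls were no compound for no effect and no enzyme for full effect; nearly all actives have a fitted effect of over 20% in size; some results filed as inactive show a strong effect at the top dose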
Target sequence (P00811 whole entry, looked up): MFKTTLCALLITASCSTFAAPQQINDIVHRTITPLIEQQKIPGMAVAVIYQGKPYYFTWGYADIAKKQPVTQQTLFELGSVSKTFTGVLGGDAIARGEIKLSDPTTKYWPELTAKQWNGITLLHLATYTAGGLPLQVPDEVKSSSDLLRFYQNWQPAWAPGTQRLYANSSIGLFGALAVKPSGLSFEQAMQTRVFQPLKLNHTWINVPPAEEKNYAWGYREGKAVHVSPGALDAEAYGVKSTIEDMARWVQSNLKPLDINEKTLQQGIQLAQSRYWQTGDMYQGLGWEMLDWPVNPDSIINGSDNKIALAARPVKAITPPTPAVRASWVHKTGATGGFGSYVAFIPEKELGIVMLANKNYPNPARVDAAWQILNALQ
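AmpC (5.3 nM in the dispensed reagent) in 20 mM phosphate pH 7.0 with 0.01% (detergent screen) or 0.0001% Triton X-100 was preincubated with compounds for 15 min at room temperature. Nitrocefin was then added from an 800 uM solution, and hydrolysis was followed at 480 nm.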
HCMV inh: human cytomegalovirus inhibition. activity change, negative = inhibition, % at 57.5 µM. HFF cells, HCMV-luciferase reporter, 72 h; stronger effect = lower value. 4.5% of 410,000 active. AID 1259415; in the data active = activity change below about -60%; inconclusive = no clear call, values can overlap the other calls; inactive = above about -39%
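Screen run at 2 compound doses on HFFs infected with reporter HCMV, MOI 1 PFU/cell. Luciferase activity from cell lysates at 72 h post infection gave inhibition relative to buffer-only and Salinomycin wells.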
AmpC inh detg: blocks E. coli AmpC beta-lactamase in detergent assay | P00811 | AmpC hydrolysis of nitrocefin, absorbance 480 nm, 0.01% Triton | Potency, µM (highest dose often 114 µM), for inactives: at the highest dose activity change, negative = inhibition, usual class: inhibitors | 0.041% of 370,000 active;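 also: potency is read from the fitted curve at half-maximal effect; 0% = no-compound wells and -100% = no-enzyme wells; nearly all actives have a fitted effect of over 25% in size; some results filed as inactive show a strong effect at the top dose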
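20 mM phosphate pH 7.0 + 0.01% (detergent screen) or 0.0001% Triton X-100; 5.3 nM AmpC reagent; cpd preinc 15 min RT; nitrocefin (800 uM stock) to start; A480 q20 s × 4 min; Activity was normalised to no-enzyme and no-compound control wells.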
AMA1 RON2 block: disrupts binding of P. falciparum AMA1 to RON2; Potency, µM (doses to about 58.2 µM), for the others: at the top dose activity change, negative = inhibition, most hits filed as inhibitors; 0.2% of 360,000 active; AlphaScreen AMA1-biotinylated RON2 peptide binding; AID 720542;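 also: potency is read from the fitted curve at half-maximal effect; 0% = vehicle wells and -100% = peptide control; nearly all actives have a fitted effect of over 45% in size; some results filed as inactive show a strong effect at the top dose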
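AMA1 (3D7) with his tag at 25 nM final met compounds first, then biotinylated RON2 peptide at 25 nM; detection used donor plus acceptor beads, 10 µg/mL apiece, read by AlphaScreen after 30 min at room temperature.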
* hit, by the source's call; ? = inconclusive; . = no result given; & = joins results of further samples; [ ] = remark or other dose. Unless noted, calls follow the shape of the dose curve; as a rule, active = well fitted curve in the direction sought with a large enough effect; inconclusive = small, poorly fitted or top-dose-only effect, or another doubt; inactive = no such curve, though single readings can be large; an effect the other way counts as inactive or inconclusive. Unless noted, % is scaled to controls: 0 for no effect and ±100 for the full control effect.

The first 4 records (preview)
no.	SMILES	Giardia FBPA inh	Sm TGR inh	AmpC no deterg
1	Cc1c(NC(=O)c2cc(-c3ccccc3)nc3ccccc23)c(=O)n(-c2ccccc2)n1C	.	.	3%
2	CCc1ccc(-c2nc(CS(=O)CC(=O)NCCCN3CCC(C)CC3)c(C)o2)cc1 (stereo not drawn)	-3%	-23%	74%[activator]
3	Cc1ccc2c(c1)C1CN(C)CCC1N2C(=O)CCCN1C(=O)c2cccc3cccc(c23)C1=O (stereo not drawn)	22%	-7%	92%[activator]
4	COc1ccc(C2CC(c3ccc(Cl)cc3)=NN2c2ccc(S(N)(=O)=O)cc2)cc1 (stereo not drawn)	.	.	-24%

no.	HCMV inh	AmpC inh detg	AMA1 RON2 block
1	-15	.	-14%
2	0	-2%	0%
3	-33	5%	7%
4	13	.	48%[activator]

Main list, repeating the preview:
no.	SMILES	Giardia FBPA inh	Sm TGR inh	AmpC no deterg
1	Cc1c(NC(=O)c2cc(-c3ccccc3)nc3ccccc23)c(=O)n(-c2ccccc2)n1C	.	.	3%
2	CCc1ccc(-c2nc(CS(=O)CC(=O)NCCCN3CCC(C)CC3)c(C)o2)cc1 (stereo not drawn)	-3%	-23%	74%[activator]
3	Cc1ccc2c(c1)C1CN(C)CCC1N2C(=O)CCCN1C(=O)c2cccc3cccc(c23)C1=O (stereo not drawn)	22%	-7%	92%[activator]
4	COc1ccc(C2CC(c3ccc(Cl)cc3)=NN2c2ccc(S(N)(=O)=O)cc2)cc1 (stereo not drawn)	.	.	-24%
5	CCOC(=O)c1ccc(NC(=O)C2CCN(S(=O)(=O)CC)CC2)cc1	0%	5%	-7%
6	Cc1cccc2sc(N(CCCN(C)C)C(=O)COc3ccc(Cl)cc3)nc12	-5%	11%	28%
7	CCCOc1ccc(NC(=O)C2CC(=O)N3CCCN=C3S2)cc1 (stereo not drawn)	-12%	?	-40%
8	Cc1cccc(Nc2nnc(SCC(=O)NCc3cccs3)s2)c1C	3%	-9%	-17%
9	Cc1ccc(-n2nc(CO)c(C(=O)NCc3cccs3)n2)cc1	.	0%	.
10	CN1C(=O)N(C)C(=O)C2(Cc3cc(N)ccc3N3CCN(c4ccccc4F)CC32)C1=O (stereo not drawn)	-6%	?	69%[activator]

no.	HCMV inh	AmpC inh detg	AMA1 RON2 block
1	-15	.	-14%
2	0	-2%	0%
3	-33	5%	7%
4	13	.	48%[activator]
5	38	-2%	9%
6	-23	5%	-6%
7	12	-11%	1%
8	6	?	-8%
9	25	24%	.
10	-1	-13%	.

Carrying on:
no.	SMILES	Giardia FBPA inh	Sm TGR inh	AmpC no deterg
11	O=C(CN1C(=O)C2(SCC(=O)N2c2ccc(Cl)cc2)c2ccccc21)NCCc1ccccc1 (stereo not drawn)	.	3%	.
12	O=C(CSc1n[nH]c(-c2ccccc2Cl)n1)NCc1ccc(F)cc1	.	-1%	.
13	O=C(CNC(=O)c1ccc(Br)cc1)OCc1cc([N+](=O)[O-])cc2c1OCOC2	0%	14%	-22%[11.4 µM]
14	CCOC(=O)C1(CC/C(C)=N\NC(N)=O)CC(C)(C)OC1=O (stereo not drawn)	1%	-6%	-7%
15	Cc1ccc(NC(=S)NCCc2cnc[nH]2)cc1C	-14%	18%	-10%
16	CNC(=O)c1cc(C)c(-c2ccccc2)s1	0%	-5%	0%
17	CCn1c(CNC(=O)c2ccc(OC)cc2)nnc1SCC(=O)Nc1cc(C)ccc1C	.	-13%	.
18	O=C(Nc1ccc(C(=O)O)cc1)/C(=C\C=C\c1ccccc1)NC(=O)c1cccc(Br)c1	11%	.	11%
19	CCCN(c1ccccc1F)S(=O)(=O)c1ccc2c(c1)C(C)(C)C(=O)N2C	.	0%	.
20	Cc1cc(C(=O)NCCC2=CCCCC2)c(C)o1	-12%	22µM*	-29%

no.	HCMV inh	AmpC inh detg	AMA1 RON2 block
11	21	1%	.
12	-3	25%	.
13	6	-13%	-11%
14	35	?	20%
15	-31	-7%	38%[activator]
16	53	-3%	8%
17	0	-8%	.
18	-6	0%	-9%
19	-5	-6%	.
20	107	?	15%

Reformatted with values under each structure: five of the compounds above
Values in the order: Giardia FBPA inh | Sm TGR inh | AmpC no deterg | HCMV inh | AmpC inh detg | AMA1 RON2 block
11. O=C(CN1C(=O)C2(SCC(=O)N2c2ccc(Cl)cc2)c2ccccc21)NCCc1ccccc1 (stereo not drawn)
    . | 3% | . | 21 | 1% | .
12. O=C(CSc1n[nH]c(-c2ccccc2Cl)n1)NCc1ccc(F)cc1
    . | -1% | . | -3 | 25% | .
13. O=C(CNC(=O)c1ccc(Br)cc1)OCc1cc([N+](=O)[O-])cc2c1OCOC2
    0% | 14% | -22%[11.4 µM] | 6 | -13% | -11%
14. CCOC(=O)C1(CC/C(C)=N\NC(N)=O)CC(C)(C)OC1=O (stereo not drawn)
    1% | -6% | -7% | 35 | ? | 20%
15. Cc1ccc(NC(=S)NCCc2cnc[nH]2)cc1C
    -14% | 18% | -10% | -31 | -7% | 38%[activator]

The listing continues.
no.	SMILES	Giardia FBPA inh	Sm TGR inh	AmpC no deterg
21	CN(C(=O)CC1C(=O)NCCN1Cc1ccc(F)c(F)c1)C1CCCCC1 (stereo not drawn)	.	?	97%[activator]
22	COc1ccc(C(=O)NC2CCCN(Cc3ccc(Cl)cc3)C2)c(OC)c1 (stereo not drawn)	6%	-22%	115%[activator]
23	COCCNC(=O)C(=O)NCC(c1ccc2c(c1)OCO2)N1CCN(c2ccc(F)cc2)CC1 (stereo not drawn)	6%	-19%	140%[activator]
24	Cc1ccc(C)c(S(=O)(=O)N2C(=S)NC(=O)C2C(C)C)c1 (stereo not drawn)	-6%	-8%	-31%
25	CCOc1ccccc1CNC(=O)CNC(=O)c1cccs1	-11%	-2%	1%
26	CC(=O)/C=C(/C)NC(Cc1c[nH]c2ccccc12)C(=O)O (stereo not drawn)	-5%&-21%	1%&-4%	-12%&-15%
27	COc1cc(-c2nnc(SCC(=O)Nc3ccc(F)c(Cl)c3)o2)cc(OC)c1OC	.	-10%	.
28	COc1cccc(N2CCN(C(=O)c3cc(-c4ccc(F)cc4)[nH]c3C)CC2)c1	-7%	-16%	104%[activator]
29	Cc1ccc(-c2csc(NC(=O)c3ccccc3Cl)c2C(=O)O)cc1	-13%	12%	-39%
30	COc1ccc(Nc2nc(N3CCCC3)nc(N3CCCC3)n2)c(OC)c1	3%	-23%	4%

no.	HCMV inh	AmpC inh detg	AMA1 RON2 block
21	-15	1%	6%
22	?	-13%	-9%
23	-3	-18%	-14%
24	6	0%	-1%
25	.	0%	2%
26	126&24	-16%&6%	43%&37%[activator]
27	11	11%	.
28	14	-15%	-15%
29	16	-16%	-8%
30	-92*	-5%	-18%

The results go on:
no.	SMILES	Giardia FBPA inh	Sm TGR inh	AmpC no deterg
31	Cc1cccc(NS(=O)(=O)c2ccc(C(=O)N3CCCC3)cc2)c1C	.	3%	-5%
32	Cc1c(Cl)cnc(NC(=O)COC(=O)c2cccc(S(=O)(=O)N3c4ccccc4CC3C)c2)c1Cl (stereo not drawn)	-5%	-4%	0%
33	Cc1cc(C)cc(N(CC(=O)NCc2ccco2)C(=O)c2snc(C(N)=O)c2N)c1	-2%	-28%	-15%
34	COc1ccc2cc(-c3csc(-c4cccnc4)n3)ccc2c1	1%	-18%	-9%
35	CCOC(=O)c1c(C)oc2c1C(=O)c1ccccc1C2=O	?	-19%	-23%
36	CCc1nnc(NC(=O)c2cccs2)s1	-1%	-8%	-8%
37	O=C(O)CCN1C(=O)/C(=C\c2ccc(OCc3ccccc3)c(OCc3ccccc3)c2)SC1=S	.	-6%	-30%
38	NS(=O)(=O)c1ccc(NC(=O)c2ccc(OCC3CCCO3)cc2)cc1 (stereo not drawn)	.	.	-14%
39	COc1ccc(C(=O)N2CCCC2)cc1S(=O)(=O)N1CCOCC1	18%	2%	.
40	CCOC(=O)n1c(=O)n(Cc2ccc(OC)cc2)c2ccccc21	-7%	-9%	51%

no.	HCMV inh	AmpC inh detg	AMA1 RON2 block
31	-10	?	40%[activator]
32	90	12%	0%
33	7	-3%	-3%
34	94	-1%	11%
35	-15	-11%	-11%
36	41	?	0%
37	7	1%	-9%
38	-10	.	-1%
39	10	1%	0%
40	15	-11%	-4%

Next results:
no.	SMILES	Giardia FBPA inh	Sm TGR inh	AmpC no deterg
41	O=C(C1=C[C@H](C2CCCCC2)C[C@H](OCCCCO)O1)N1CCOCC1	3%	?	32%
42	Nc1ccccc1S(=O)(=O)NCCCCc1ccccc1	4%	3%	-26%
43	COc1ccc(S(=O)(=O)N2CCN(C/C=C/c3ccccc3)CC2)cc1NC(C)=O	13%	1%	162%[activator]
44	CCOC(=O)CCNC(=O)Nc1ccc2nc(C)n(Cc3cccc(Cl)c3)c(=O)c2c1	7%	-1%	32%
45	COc1ccc(Cl)cc1NC(=O)CN(C)C(=O)CCCNC(=O)c1ccc(Cl)cc1	.	5%	129%[activator]
46	CN(C)CCN(C(=O)c1ccc(S(=O)(=O)N(C)CC2CCCO2)cc1)c1nc2cc3c(cc2s1)OCO3 (stereo not drawn)	-15%	-10%	29%
47	CCOc1ccc(-n2nc3ccc(NC(=O)c4ccc5c(c4)OCCO5)cc3n2)cc1	1%	-2%	-37%
48	CC1Cc2ccccc2N1S(=O)(=O)c1cnc[nH]1 (stereo not drawn)	-9%	10%	-23%
49	O=C(/C=C/c1cccs1)c1ccc([N+](=O)[O-])cc1	4%	-12%	-16%
50	Cc1cc(C)c(NC(=O)CSc2nc(=O)n(Cc3cccnc3)c3c2CCC3)c(C)c1	.	1%	.

no.	HCMV inh	AmpC inh detg	AMA1 RON2 block
41	-10	7%	6%
42	-100*	2%	16%
43	-12	?	-4%
44	-37	?	-3%
45	5	-8%	-10%
46	68	-5%	1%
47	-71*	-13%	-5%
48	-16	?	-7%
49	0	-10%	-9%
50	-5	-2%	.

Carrying on.
no.	SMILES	Giardia FBPA inh	Sm TGR inh	AmpC no deterg
51	COc1ccccc1NC(=O)C1CCCN1C(=O)Nc1ccc(F)cc1 (stereo not drawn)	8%	3%	-5%
52	C=CCn1c(SCC(=O)Nc2cccc(C(=O)OC)c2)nnc1C(C)NC(=O)c1cccs1 (stereo not drawn)	-11%	-16%	4%
53	Cc1ccc(C(=O)Nc2ccc(-n3ccnc3P(=O)(O)c3ccccc3)cc2)cc1	11%	-1%	.
54	CC(Sc1nnc(-c2ccncc2)n1C)C(=O)NCC1CCCO1 (stereo not drawn)	.	-6%	-4%
55	COCCN1CCc2nc(SCC(=O)Nc3ccc(Br)cc3)[nH]c(=O)c2C1	.	-10%	.
56	Cc1noc(/C=C/NCc2cccnc2)c1S(=O)(=O)N(C)CC(=O)N1CCc2ccccc21	0%	0%	28%
57	Cc1ccc(-c2cc(C(=O)NCC3CCCO3)no2)cc1 (stereo not drawn)	-1%	13%	-8%

no.	HCMV inh	AmpC inh detg	AMA1 RON2 block
51	0	-6%	20%
52	20	?	6%
53	0	-2%	29%
54	0	?	9%
55	-8	20%	.
56	2	-12%	5%
57	132	-20%	23%

High-throughput results: PubChem BioAssay, National Center for Advancing Translational Sciences (NCATS)
